Assay outcomes: PubChem, National Center for Advancing Translational Sciences (NCATS)
RGS4 inh – Inhibitors of Regulator of G Protein Signaling (RGS) 4: qHTS; Regulator of G-protein signaling 4 (Homo sapiens), P49798; Transcreener GDP fluorescence polarization, RGS4-accelerated GTP hydrolysis; Potency, µM (highest dose often 114 µM), without a hit: top-dose activity change, negative = inhibition, actives largely listed as inhibitors; actives 0.039% (n = 390,000); AID 504845, 2011; also: % is scaled to controls: 0 for no effect and ±100 for the full control effect; nearly all actives have a fitted effect of over 75% in size; some results filed as inactive show a strong effect at the top dose
Target sequence (P49798 whole entry, looked up): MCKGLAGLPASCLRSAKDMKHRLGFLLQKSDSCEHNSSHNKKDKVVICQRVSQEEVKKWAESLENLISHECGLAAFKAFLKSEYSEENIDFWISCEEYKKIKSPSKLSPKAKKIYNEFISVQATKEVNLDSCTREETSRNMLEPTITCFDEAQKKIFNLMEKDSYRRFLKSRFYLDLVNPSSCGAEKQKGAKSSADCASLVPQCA
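MLSMR compounds (23 nl, pin-transferred) preincubated 10 min at room temperature with a 500nM (2x) first reagent, then RGS4 at 900nM (2x) plus Transcreener GDP mix added; fluorescence polarization (620/688 nm) read before and after 90 min at 30 °C.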
Vif-APOBEC3F blk – qHTS for Inhibitors of Vif-A3F Interactions: qHTS | HeLa A3F-eYFP + Vif (tagged APOBEC3F with the HIV-1 protein that degrades it), YFP fluorescence increase | Potency, µM (top dose mostly 46.1 µM), without a hit: at the highest dose activity, negative = active | actives 0.2% (n = 390,000) | AID 602313, 2012; also: % of control where 0% means no effect; nearly all actives have a fitted effect of over 65% in size
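Fluorescence increase (Ex 488/Em 500-530) after overnight compound treatment at 37 deg C flags inhibition of Vif-driven A3F-eYFP loss in stable HeLa A3F-eYFP/Vif cells seeded overnight beforehand.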
TrxR1 substrate – qHTS Assay for Substrates of Mammalian Selenoprotein Thioredoxin Reductase 1 (TrxR1): qHTS. Thioredoxin reductase 1, cytoplasmic (Rattus norvegicus), O89049. Potency, µM (highest dose often 114 µM), inactives show at the highest dose activity change, negative = substrate turnover. actives 0.01% (n = 390,000). purified TrxR1 substrate turnover, NADPH consumption readout. AID 588456, 2011; also: % is scaled to controls: 0 for no effect and ±100 for the full control effect; nearly all actives have a fitted effect of over 50% in size
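Rat TrxR1, dispensed at 90 nM, was prereduced with 400 uM NADPH (final) for 5 min at ~22 deg C, then incubated with compound 15 min before 400 uM selenite. A first-read NADPH fluorescence drop versus no-compound background flagged substrates.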
12-LOX inh – Primary qHTS assay for inhibitors of human arachidonate 12S-lipoxygenase (ALOX12): Round 2; Polyunsaturated fatty acid lipoxygenase ALOX12 (Homo sapiens), P18054; purified 12hLO, xylenol orange hydroperoxide absorbance; Potency, µM (doses to about 108 µM), for the others: at the top dose activity change, negative = inhibition, most hits filed as inhibitors; actives 1.1% (n = 580,000); AID 1671190, 2021; also: % is scaled to controls: 0 for no effect and ±100 for the full control effect
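Purified human 12hLO at 150 nM in 25 mM Hepes, 0.01% Triton X-100, pH 7.0, preincubated 15 min at room temperature with compound. Reaction started with 40 uM arachidonic acid, 30 min at room temperature. Hydroperoxide measured by Fe-xylenol orange, 573/405 nm absorbance ratio.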
TrxR1 inh – qHTS Assay for Inhibitors of Mammalian Selenoprotein Thioredoxin Reductase 1 (TrxR1): qHTS. Thioredoxin reductase 1, cytoplasmic (Rattus norvegicus), O89049. recombinant rTrxR1, NADPH fluorescence consumption, selenite substrate. Potency, µM (highest dose often 114 µM), inactives show top-dose activity change, negative = inhibition, hits mostly inhibitors. actives 1% (n = 390,000); also: % is scaled to controls: 0 for no effect and ±100 for the full control effect; nearly all actives have a fitted effect of over 65% in size
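Rat TrxR1 (90 nM in the dispensed reagent) was pre-reduced with 400 uM NADPH for 5 min at room temperature, then incubated with compound for 15 min. After 400 uM selenite was added, NADPH fluorescence (Ex 340/Em 450 nm) was followed for 8 min.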
Vif-A3G inh – qHTS for Inhibitors of Vif-A3G Interactions: qHTS; HeLa A3G-eYFP + Vif (tagged APOBEC3G with the HIV-1 protein that degrades it), YFP fluorescence, overnight; Potency, µM (highest dose often 46.1 µM), for inactives: at the highest dose activity, negative = active, hits mostly inhibitors; actives 0.076% (n = 410,000);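 also: % is scaled to controls: 0 for no effect and ±100 for the full control effect; nearly all actives have a fitted effect of over 60% in size; hits raise eYFP signal because A3G escapes Vif-driven loss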
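Read-out is eYFP fluorescence (Ex 488/Em 500-530) from Vif-expressing HeLa A3G-eYFP cells; more signal means A3G escaped Vif-mediated degradation. Cells plated overnight, compound pinned in, incubated overnight at 37 deg C.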
IDH1 R132H inh – qHTS for Inhibitors of mutant isocitrate dehydrogenase 1 (IDH1): qHTS; Isocitrate dehydrogenase [NADP] cytoplasmic (Homo sapiens), O75874; IDH1-R132H enzyme, NADPH consumption, diaphorase/resazurin fluorescence; Potency, µM (top dose mostly 76.6 µM), for the others: at the highest dose activity change, negative = inhibition, hits mostly inhibitors; actives 0.093% (n = 390,000); AID 602179, 2012; also: % is scaled to controls: 0 for no effect and ±100 for the full control effect; nearly all actives have a fitted effect of over 65% in size
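IDH1-R132H (0.5 ug/mL) preincubated 30 min with compound, then NADPH (0.016 mM) and alpha-KG (2 mM) added; 80 min at RT, pH 7.5. Remaining NADPH coupled via diaphorase/resazurin to fluorescence (540/590 nm); concentration-response curves normalized to no-enzyme control.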
RXFP1 ag – qHTS Assay for Agonists of the Relaxin Receptor RXFP1; actives 0.3% (n = 370,000); HEK293T-RXFP1 cAMP TR-FRET, 30 min; response scale: percent of porcine relaxin response, buffer zero; Potency, µM (titrated, usually from 57.5 µM), for the others: at the top dose activation, hits mostly activators; Relaxin receptor 1 (Homo sapiens), Q9HBX9; AID 2676, 2010; also: % is scaled to controls: 0 for no effect and ±100 for the full control effect; nearly all actives have a fitted effect of over 60% in size; many of its hits are not listed in these tables
Target sequence (Q9HBX9 whole entry, looked up): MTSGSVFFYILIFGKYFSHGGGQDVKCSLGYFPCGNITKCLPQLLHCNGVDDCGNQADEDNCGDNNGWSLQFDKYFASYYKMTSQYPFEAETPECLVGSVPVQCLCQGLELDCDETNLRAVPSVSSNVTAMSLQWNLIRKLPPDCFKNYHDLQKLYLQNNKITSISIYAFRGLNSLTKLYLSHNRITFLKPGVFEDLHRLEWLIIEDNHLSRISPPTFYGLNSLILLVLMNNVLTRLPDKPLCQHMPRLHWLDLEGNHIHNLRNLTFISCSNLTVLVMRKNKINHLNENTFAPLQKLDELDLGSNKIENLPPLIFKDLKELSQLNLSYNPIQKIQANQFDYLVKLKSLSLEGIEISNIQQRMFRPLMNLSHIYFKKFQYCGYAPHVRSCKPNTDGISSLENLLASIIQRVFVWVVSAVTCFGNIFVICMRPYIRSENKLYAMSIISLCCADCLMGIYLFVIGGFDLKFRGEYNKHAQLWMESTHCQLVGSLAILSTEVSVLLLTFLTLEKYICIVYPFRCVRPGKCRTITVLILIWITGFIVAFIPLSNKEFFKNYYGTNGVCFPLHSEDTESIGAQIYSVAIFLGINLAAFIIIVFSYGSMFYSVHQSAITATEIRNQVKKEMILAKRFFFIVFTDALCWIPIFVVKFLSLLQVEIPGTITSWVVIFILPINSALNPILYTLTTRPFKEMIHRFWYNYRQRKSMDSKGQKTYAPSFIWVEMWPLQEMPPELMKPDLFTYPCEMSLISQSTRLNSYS
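HEK293T cells stably expressing RXFP1 were pretreated with the PDE4 inhibitor Ro 20174, exposed to compounds for 30 min at 37C, lysed, and cAMP was read by TR-FRET. Data normalized to buffer (basal) and 29 nM porcine relaxin (100%).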
USP1 inh – Inhibitors of USP1/UAF1: Primary Screen | recombinant USP1/UAF1, Ub-Rhodamine cleavage fluorescence | Potency, µM (titrated, usually from 57.1 µM), for inactives: at the highest dose activity change, negative = inhibition, most hits filed as inhibitors | actives 0.23% (n = 390,000) | AID 743255, 2014; also: % is scaled to controls: 0 for no effect and ±100 for the full control effect; nearly all actives have a fitted effect of over 60% in size; inactives centre near -12
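High-throughput fluorogenic screen: 1nM USP1/UAF1 complex, Ub-Rho substrate 150nM final, 50mM HEPES pH 7.8 with 0.5mM EDTA, 0.1 mg/ml BSA, 1mM TCEP and 0.01% Tween-20.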
Starred values were filed as active, the others as inactive; ? = inconclusive; / = no result given; & = joins results of further samples; [ ] = remark or other dose. Calls follow the shape of the dose curve; as a rule, active = well fitted curve in the direction sought with a large enough effect; inconclusive = small, poorly fitted or top-dose-only effect, or another doubt; inactive = no such curve, though single readings can be large; an effect the other way counts as inactive or inconclusive. Potency is read from the fitted curve at half-maximal effect. Only part of the results is shown; count on the stated rates, not on these rows.

mol | RGS4 inh | Vif-APOBEC3F blk | TrxR1 substrate | 12-LOX inh | TrxR1 inh | Vif-A3G inh | IDH1 R132H inh | RXFP1 ag | USP1 inh
Cc1ccc(SCc2ccc(C(=O)Nc3cccnc3)cc2)cc1 | -31% | 6% | -14% | -26% | -9% | -5% | -3% | -1.4% | -23%
CC(=O)c1ccc(N2CCC(C(=O)O)CC2)cc1 | -32% | -23% | -4% | -1% | 9% | 0% | -1% | 1.4% | -10%
Cc1cccc(-c2noc(-c3ccno3)n2)c1 | -12% | 4% | 2% | 317%[activator] | 15% | 0% | 11% | 0.1% | -19%
Cc1c(N=NC2=C(O)CC(C)(C)CC2=O)c(=O)n(-c2ccccc2)n1C | -42% | 4% | -7% | -30% | -30% | -5% | 14% | -2.8% | -7%
COc1ccc(CNC(=O)C(C)NS(=O)(=O)c2ccc(C)cc2)cc1 (stereo not given) | 29% | 2% | 2% | 0% | 9% | -1% | 2% | 0.3% | -8%
Nc1cccc(C(=O)c2ccccc2C(=O)O)c1 | -17% | 7% | 4% | -9% | 5% | -1% | 3% | / | ?
COc1ccc(N2CCN(C(c3cccs3)C(C)NC(=O)c3ccco3)CC2)cc1 (stereo not given) | 20% | -7% | 4% | -7% | 4% | 0% | 4% | -3.5% | -8%
Cc1nn(Cc2ccccc2)c(C)c1NC(=O)CSc1n[nH]c(C)c1[N+](=O)[O-] | -20% | 8% | -5% | -2% | 1% | 0% | 0% | 2.2% | -19%
O=C(O)c1ccc(NC2CC(=O)N(Cc3ccccc3)C2=O)cc1 (stereo not given) | -10% | 2% | 6% | -6% | ? | 3% | 1% | -1.5% | -23%
Cc1ccc2nc(N/C(=N/S(=O)(=O)c3ccc(F)cc3F)c3ccccc3)sc2c1 | 2% | 13% | -4% | -2% | 6% | -2% | -3% | -2.4% | -17%
Cc1cccn2c(=O)c3cc(C(=O)N4CCCC(C)C4)sc3nc12 (stereo not given) | -13% | -26% | 90%[activator] | -18% | 10% | -1% | -10% | ? | -21%
Cc1c(Cl)cnc(NC(=O)CSc2nnc(C)n2Cc2ccccc2)c1Cl | -19% | / | -8% | -4% | -20% | -2% | 15% | 0.9% | -17%
COc1ccc(NC(=O)c2ccc(CN(c3cc(Cl)ccc3C)S(=O)(=O)c3ccccc3)cc2)cc1OC | -4% | -13% | 5% | 14% | 13% | 2% | 3% | 0.4% | -12%
N#Cc1nnn(-c2ccc(Cl)cc2)c1N | 5% | 1% | 1% | / | 26% | 2% | -1% | 2.4%&-1.6% | -15%
O=C1COc2ccc(C(=O)NCc3ccc4c(c3)OCO4)cc2N1 | -36% | -2% | 2% | 0% | 1% | -6% | 2% | 2.7% | -12%
COC(=O)c1cn(NC(=O)c2ccc3c(c2)OCO3)c(=O)c2ccccc12 | 24% | / | -3% | -15% | 8% | 0% | 5% | 1.8% | 1%
O=C(CCCOc1ccccc1)Nc1ncccn1 | 18% | -10% | 3% | 1% | 25% | 3% | -2% | 0.0% | 1%
CC(C)=CC(=O)OCC(=O)Nc1nc(C)c(Cl)cc1Cl | 0%[56.9 µM] | 2% | 10% | 40%[activator] | 29% | 1% | 3% | 1.3% | -1%
O=C(CNc1cccc(Cl)c1)c1ccc(Cl)cc1 | -5% | -3% | 5%[57.1 µM] | ? | 11%[57.1 µM] | -4% | 1% | 0.1% | -6%
Cc1ccc(C)c(N2CCN(S(=O)(=O)c3ccc4c(c3)oc(=O)n4C)CC2)c1 | -18% | -1% | 6%[57.1 µM] | 0% | 23%[57.1 µM] | 1% | 3% | 1.6% | -23%
CCOc1cc(S(=O)(=O)NCc2ccccc2)ccc1F | -7%[11.4 µM] | 6% | 2%[57.1 µM] | 386%[activator] | 2%[57.1 µM] | -2% | 3% | -0.6% | -3%
Cc1cccc(C(=O)Nc2sc3c(c2C(=O)NCc2ccco2)CCCC3)c1 | 0% | -17% | 74%[activator] | ? | ? | 3% | -8% | 1.8% | -12%
Cc1ccc(-n2c(=O)cc(N3CCC(C)CC3)[nH]c2=O)cc1 | -7% | -6% | 5% | 26% | ? | 0% | 4% | -1.9% | -6%
OCCC1CN(C2CCSCC2)CCN1C1CCCC1 (stereo not given) | -15% | 1% | 2% | -1% | 12%[57.1 µM] | 2% | 1% | -0.7% | -6%
Cc1ccc(N2CCN(S(=O)(=O)c3nnc(NC(=O)c4ccc(C(C)C)cc4)s3)CC2)cc1 | 3% | -8% | 2%[11.4 µM] | -2% | 15%[11.4 µM] | 0% | -2% | -1.1% | 0%
Cc1ccc(OCCn2cc(/C=N/NC(=O)c3ccncc3)c3ccccc32)cc1 | -36% | -7% | -8%[57.1 µM] | 3% | 17%[57.1 µM] | -14% | 2% | 0.1% | -27%
CC(=O)c1ccc(NC(=O)CC23CC4CC(C2)CC(n2nnc(C)n2)(C4)C3)cc1 | 12% | 20% | -2% | -13% | 14% | 1% | -7% | 1.2% | -9%
Cc1ccc(NC(=O)CSc2nc3sc(C)cc3c(=O)n2C)cc1 | 35% | -20% | -16% | 0% | -25% | -1% | -4% | 15% | -8%
CC1CCCC(C)N1C(=O)COC(=O)c1n[nH]c(=O)c2ccccc12 (stereo not given) | -6% | -16% | 6% | -1% | 19% | 1% | 1% | -0.2% | -14%
Cc1ccc(OCC(=O)Nc2ccncc2)cc1 | 23% | 0% | 4%[57.1 µM] | 31%[activator] | 2%[57.1 µM] | 1% | 4% | -1.1% | -1%

Filtered by structure, the entries above with a thiophene ring, fused or not.
mol | RGS4 inh | Vif-APOBEC3F blk | TrxR1 substrate | 12-LOX inh | TrxR1 inh | Vif-A3G inh | IDH1 R132H inh | RXFP1 ag | USP1 inh
COc1ccc(N2CCN(C(c3cccs3)C(C)NC(=O)c3ccco3)CC2)cc1 (stereo not given) | 20% | -7% | 4% | -7% | 4% | 0% | 4% | -3.5% | -8%
Cc1cccn2c(=O)c3cc(C(=O)N4CCCC(C)C4)sc3nc12 (stereo not given) | -13% | -26% | 90%[activator] | -18% | 10% | -1% | -10% | ? | -21%
Cc1cccc(C(=O)Nc2sc3c(c2C(=O)NCc2ccco2)CCCC3)c1 | 0% | -17% | 74%[activator] | ? | ? | 3% | -8% | 1.8% | -12%
Cc1ccc(NC(=O)CSc2nc3sc(C)cc3c(=O)n2C)cc1 | 35% | -20% | -16% | 0% | -25% | -1% | -4% | 15% | -8%

Returning to the listing; the 2 compounds before the break are reprinted first.
mol | RGS4 inh | Vif-APOBEC3F blk | TrxR1 substrate | 12-LOX inh | TrxR1 inh | Vif-A3G inh | IDH1 R132H inh | RXFP1 ag | USP1 inh
CC1CCCC(C)N1C(=O)COC(=O)c1n[nH]c(=O)c2ccccc12 (stereo not given) | -6% | -16% | 6% | -1% | 19% | 1% | 1% | -0.2% | -14%
Cc1ccc(OCC(=O)Nc2ccncc2)cc1 | 23% | 0% | 4%[57.1 µM] | 31%[activator] | 2%[57.1 µM] | 1% | 4% | -1.1% | -1%
CC(=O)n1cc([C@H]2C=C(C(=O)N3CCN(Cc4ccccc4)CC3)O[C@@H](OCCCCO)C2)c2ccccc21 | 2% | -6% | 4% | / | ? | -6% | -6% | 0.7% | -29%
CCCC(=O)Nc1c(-c2ccc(C)cc2)c(=O)c2ccccc2n1C | 3% | 0% | 9% | -4% | 11% | 0% | -1% | -0.8% | -11%
O=C1OCCC1Sc1nc2ccccc2c(=O)n1-c1ccc(F)cc1 (stereo not given) | 9% | -10% | 3%[57.1 µM] | -4% | 17%[57.1 µM] | 0% | 5% | 0.9% | -1%
CCCn1c(SCC(=O)Nc2nnc(C)s2)nnc1C1CC1 | -9% | 5% | -4% | ? | -14% | 0% | -9% | 2.3% | -20%
CCC(=O)N1c2ccc(S(=O)(=O)N3CCN(c4ccccc4Cl)CC3)cc2CC1C (stereo not given) | 3%&5% | -1%&-14% | 5%&-3% | -10%&0% | 35%&13% | 1%&2% | 3%&-7% | 0.5%&-0.4% | -21%&-13%
COc1ccc2nc3ccccc3nc2c1N | ? | 0% | 7%[57.1 µM] | ? | -40% | 0% | 35%[activator] | 0.6% | ?
